hgDAF12 agonist: hgDAF-12 agonism, primary luciferase screen; 1.8% of 370,000 active; AID 687014; activation, % at 6.8 µM; HEK293 GAL4-hgDAF12 UAS-luciferase reporter, agonist luminescence; normalized to butyrate control;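 active = activation above a cutoff set at the mean of all screened compounds plus 3 SD, cut at about 10% in these data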;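 note: 0% = DMSO wells and 100% = sodium butyrate wells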
PLC-gamma1 inh: PLC-gamma1 (human) inhibition, primary screen | AID 720700 | inhibition, % at 12.2 µM | purified PLC-gamma1, fluorogenic substrate, fluorescence | P19174 | 0.84% of 370,000 active; in the data active = inhibition above about 9.5%
Target sequence (P19174 whole entry, looked up): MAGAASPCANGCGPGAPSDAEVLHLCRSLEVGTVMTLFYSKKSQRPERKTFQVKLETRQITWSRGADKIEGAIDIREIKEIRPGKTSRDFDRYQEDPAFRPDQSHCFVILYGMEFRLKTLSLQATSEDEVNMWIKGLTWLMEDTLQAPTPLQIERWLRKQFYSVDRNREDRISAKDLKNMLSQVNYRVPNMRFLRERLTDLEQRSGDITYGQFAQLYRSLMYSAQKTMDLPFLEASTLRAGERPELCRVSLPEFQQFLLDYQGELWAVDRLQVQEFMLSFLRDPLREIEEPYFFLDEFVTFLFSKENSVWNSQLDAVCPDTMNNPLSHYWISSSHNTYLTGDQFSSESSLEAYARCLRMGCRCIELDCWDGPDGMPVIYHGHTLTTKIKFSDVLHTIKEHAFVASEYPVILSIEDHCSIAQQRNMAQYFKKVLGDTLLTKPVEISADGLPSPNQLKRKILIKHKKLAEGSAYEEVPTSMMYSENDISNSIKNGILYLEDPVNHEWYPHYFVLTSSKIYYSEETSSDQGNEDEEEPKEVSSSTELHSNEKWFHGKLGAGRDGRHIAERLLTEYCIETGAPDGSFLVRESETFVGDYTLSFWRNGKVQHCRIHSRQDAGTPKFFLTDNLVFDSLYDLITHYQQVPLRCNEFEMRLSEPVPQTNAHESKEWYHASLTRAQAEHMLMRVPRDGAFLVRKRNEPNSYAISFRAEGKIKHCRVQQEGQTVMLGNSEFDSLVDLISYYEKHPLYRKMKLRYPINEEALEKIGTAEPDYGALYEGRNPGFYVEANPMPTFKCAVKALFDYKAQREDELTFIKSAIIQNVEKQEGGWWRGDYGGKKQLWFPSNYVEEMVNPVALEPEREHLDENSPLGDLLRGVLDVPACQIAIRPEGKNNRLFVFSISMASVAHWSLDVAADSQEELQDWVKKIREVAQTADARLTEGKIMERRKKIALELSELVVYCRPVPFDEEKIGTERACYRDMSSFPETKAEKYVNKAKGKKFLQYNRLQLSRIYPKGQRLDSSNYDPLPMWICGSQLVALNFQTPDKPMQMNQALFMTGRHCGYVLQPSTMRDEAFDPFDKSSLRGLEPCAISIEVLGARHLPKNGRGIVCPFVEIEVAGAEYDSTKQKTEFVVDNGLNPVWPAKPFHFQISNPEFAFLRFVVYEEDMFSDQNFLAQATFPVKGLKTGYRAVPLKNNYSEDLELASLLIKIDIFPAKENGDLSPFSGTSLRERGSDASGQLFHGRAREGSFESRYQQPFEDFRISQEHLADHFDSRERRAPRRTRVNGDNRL
DAX1 inh-1: inhibitors of human orphan nuclear receptor DAX1 (NR0B1). AID 504766. 0.99% of 340,000 active. P51843. inhibition, % at 6.75 µM. HEK293 Gal4-DAX1 luciferase reporter, luminescence;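 active = inhibition above the mean over all tested compounds plus 3 SD, cut at about 4.2% in these data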;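 note: 0% = DAX1-transfected cells with DMSO and 100% = empty-vector control cells with DMSO; inhibition shows as a rise in luminescence from relieved DAX1 repression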
MBD2 inh: inhibitors of human MBD2 binding to methylated oligonucleotide | Q9UBB5 | TR-FRET | inhibition, % at 4.4 µM | 0.31% of 370,000 active | AID 686964; in the data active = inhibition above about 13%
SMARCA2 activ: activators of SMARCA2 function; MG213 cells, MMTV-luciferase reporter, dexamethasone, overnight; activation, % at 9.1 µM; 1% of 370,000 active; AID 652017; in the data active = activation above about 7.8%;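 note: 0% = vehicle wells and 100% = reference activator wells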
DAX1 inh-2: inhibitors of DAX1 repression of SF-1 activated StAR promoter | AID 652010 | HEK293T StAR-luciferase reporter, SF-1/DAX-1 repression relief | 1.1% of 370,000 active | inhibition, % at 6.8 µM;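 active = inhibition above the mean over all tested compounds plus 3 SD, cut at about 3.6% in these data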;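 note: 0% = DAX-1 cells with DMSO and 100% = cells lacking DAX-1 with DMSO; higher inhibition means more luminescence from relief of DAX-1 repression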
PLC-beta3 inh: inhibitors of human phospholipase C beta3; Purified PLC-beta3, fluorogenic substrate, fluorescence; Q01970; inhibition, % at 12.2 µM; AID 720704; 0.18% of 370,000 active; in the data active = inhibition above about 11%;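 note: 0% = median of compound wells on plate and 100% = full blocker control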
ssDAF12 agonist: S. stercoralis DAF-12 activation, primary screen. HEK293 ssDAF-12/GRIP1 lit1-tk-luc reporter, luminescence; % of 3 µM dafachronic acid response. activation, % at 6.8 µM. 1% of 370,000 active. AID 652126;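 active = activation above the mean over all tested compounds plus 3 SD, cut at about 0.9% in these data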;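 note: 0% = DMSO-only wells and 100% = 3 µM delta7-dafachronic acid wells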
ADAM17 inh: inhibitors of human ADAM17 | P78536 | recombinant ADAM17, EDANS/DABCYL FRET peptide cleavage | inhibition, % at 6.95 µM | 0.83% of 370,000 active | AID 720648;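 active = inhibition above the mean of compounds lying between control limits plus 3 SD, set per campaign, cut at about 8.5% in these data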;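 note: 0% = DMSO-only wells as the low control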
hcDAF12 agonist: H. contortus DAF-12 activation, primary screen; AID 652067; HEK293 hcDAF-12 lit1-tk-luc reporter, luminescence; 0% DMSO, 100% Δ7-dafachronic acid; 1.4% of 370,000 active; activation, % at 6.8 µM;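 active = activation above the mean of all tested compounds plus 3 SD, cut at about 5.5% in these data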;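 note: 100% = response to 3 µM Δ7-dafachronic acid high control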
NR1D1 modulator: modulators of human Rev-erb alpha DNA binding. AID 1259318. Rev-erbα–FITC-DNA binding, fluorescence polarization, 90 min. activity, % at 10 µM. 0.79% of 370,000 active. P20393;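 active = activity above about 14%, limit read from the data; passing the limit was not always enough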;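 note: 0% = DMSO wells with 35 nM protein and 100% = DMSO wells with 750 nM protein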
* hit, by the source's call; i = inactive; nt = no result given. The order is random. Share with any hit: about 7.4%.

SMILES	hgDAF12 agonist	PLC-gamma1 inh	DAX1 inh-1	MBD2 inh	SMARCA2 activ	DAX1 inh-2	PLC-beta3 inh	ssDAF12 agonist	ADAM17 inh	hcDAF12 agonist	NR1D1 modulator
COc1ccccc1-c1csc(-n2ncc(C#N)c2N)n1	1.8	1	-0.4	1	0	-0.4	-4	-1.5	3	-2.8	-16
COc1ccc(/C=N/NC(=O)c2cc(=O)[nH]c3ccccc23)cc1OC	1.0	-2	0.6	-6	1	0.1	-3	-1.5	-8	-2.0	1
CCCC(=O)c1ccc2c(c1)OCCO2	5.1	0	0.4	3	0	1.1	2	-0.8	-1	-0.9	0
Cc1cc(NC(=O)Cn2nc(C(=O)O)c3ccccc3c2=O)c([N+](=O)[O-])cc1C	-1.6	1	0.8	1	1	-0.4	-7	-1.0	-4	-1.5	-5
CC(C)c1nc(SCC(=O)NC(=O)NC(C)(C)C)n[nH]1	0.5	2	-0.1	1	-1	-0.3	-5	-1.1	-5	-0.5	3
COc1cccc(NC(=O)CN(C)C(=O)c2ccc(-c3cccc(C(F)(F)F)c3)o2)c1	0.1	4	-0.8	-3	-4	2.4	-7	-1.1	1	2.5	5
O=C(COc1ccc(Br)cc1)N(Cc1cccs1)C1CCS(=O)(=O)C1 (stereo not drawn)	-2.6	-1	0.0	-2	-3	0.1	-6	-1.0	1	-1.3	-1
O=C1CC(N2CCN(Cc3ccccc3)CC2)C(=O)N1CCc1ccccc1 (stereo not drawn)	2.9	3	-0.2	-3	-1	-0.3	-1	-1.5	4	0.1	3
C[N+]1([O-])[C@@H]2Cc3cc4c(cc3[C@@H]1Cc1cc3c(cc12)OCO3)OCO4 (stereo partly drawn)	2.1	1	2.0	-7	-1	0.3	12*	-0.4	8	-0.7	-3
COc1cccc(NC(=O)Cn2c(CCC(=O)O)ccc2-c2ccc(Cl)cc2)c1	1.6	-4	0.1	2	-2	-0.1	0	-1.2	-7	-0.1	-2
Cc1ccc(OCCC(=O)OCC(=O)c2c(N)n(CC(C)C)c(=O)n(C)c2=O)cc1	1.9	4	-0.9	2	-4	-0.9	-10	-1.7	1	-2.0	-6
Cc1ccc(NC(=O)COC(=O)c2c(-c3ccccc3)noc2C)cc1	0.1	-1	-0.6	3	-4	-3.9	-7	-1.4	4	-3.1	4
CCCCCC(=O)N1C[C@H](n2cc(COC(=O)c3ccccc3)nn2)[C@@H](O)C[C@@H]1c1ccc(Cl)cc1	-0.3	0	1.4	1	-4	-0.7	-5	-1.2	8	-1.4	-2
CC1CCCCC1NC(=O)NC(=O)COC(=O)c1ccc(OC(F)F)cc1 (stereo not drawn)	0.8	0	0.2	-2	-1	1.2	-8	-0.6	-1	0.2	0
NC(=O)c1cc([N+](=O)[O-])ccc1NCc1ccccn1	-0.9	-1	0.2	-2	1	0.1	-2	-1.4	-1	0.5	1

Sorted by the number under MBD2 inh (descending): some entries from above.
| canonical_smiles | PLC-gamma1 inh | DAX1 inh-1 | MBD2 inh | SMARCA2 activ | DAX1 inh-2 | PLC-beta3 inh | ssDAF12 agonist | ADAM17 inh | hcDAF12 agonist | NR1D1 modulator |
| --- | --- | --- | --- | --- | --- | --- | --- | --- | --- | --- |
| CCCC(=O)c1ccc2c(c1)OCCO2 | 0 | 0.4 | 3 | 0 | 1.1 | 2 | -0.8 | -1 | -0.9 | 0 |
| Cc1cc(NC(=O)Cn2nc(C(=O)O)c3ccccc3c2=O)c([N+](=O)[O-])cc1C | 1 | 0.8 | 1 | 1 | -0.4 | -7 | -1.0 | -4 | -1.5 | -5 |
| O=C(COc1ccc(Br)cc1)N(Cc1cccs1)C1CCS(=O)(=O)C1 (stereo not drawn) | -1 | 0.0 | -2 | -3 | 0.1 | -6 | -1.0 | 1 | -1.3 | -1 |

Later entries:
SMILES	hgDAF12 agonist	PLC-gamma1 inh	DAX1 inh-1	MBD2 inh	SMARCA2 activ	DAX1 inh-2	PLC-beta3 inh	ssDAF12 agonist	ADAM17 inh	hcDAF12 agonist	NR1D1 modulator
OCCCNc1ncnc2scc(-c3ccc(Cl)cc3)c12	1.1	-3	-2.1	2	-3	-0.9	-4	-2.0	-5	-2.3	6
C[C@H](NC(=O)c1nc[nH]c1C(=O)N1CCN(C(=O)OC(C)(C)C)CC1)C(=O)OCc1ccccc1	0.4	0	1.4	-6	-1	0.7	2	-0.7	-1	2.3	0
O=C(COC(=O)CNC(=O)c1ccc(Br)cc1)Nc1nnc(-c2ccccc2)o1	3.1	-4	0.9	-4	-1	0.7	-9	-0.7	-4	-0.3	-2
O=C(NCCN1CCOCC1)c1ccc2c(c1)N(Cc1cccc(F)c1)C(=O)c1ccccc1S2	-3.9	2	-0.7	-3	1	-0.4	-7	-1.4	-1	-1.4	-1
O=C(CSc1ccsc1[N+](=O)[O-])N1CCN(c2ccccn2)CC1	-1.5	0	-1.0	-6	3	-0.6	1	-1.3	-1	-0.8	1
COc1ccccc1C1CCN(Cc2ccc(Cl)c(Cl)c2)CC1	0.8	1	0.6	-4	-1	-0.3	-6	-1.0	-1	0.9	-1
CC(C)=CCC[C@H](C)C[C@@H]1CC2=C(C(=O)OC(C)(C)O2)[C@H](c2ccc(F)cc2)O1	1.0	1	nt	-4	-5	-1.1	1	-0.9	-4	3.4	9
COC(=O)[C@]12C[C@H](CC(=O)N3CCN(C(=O)C4CC4)CC3)C(=O)N(CCC3=CCCCC3)C1=C[C@H](COCc1ccccc1)O[C@@H]2C	-1.2	2	nt	3	-2	-0.8	1	-0.8	-4	-0.7	-1
Nc1c(Cl)cc(C(=O)NC2CC2)cc1Cl	6.2	8	-0.2	7	-1	-0.3	-5	-0.7	-5	-0.4	-4
O=C(O)CCC1OC(=O)C(O)=C1c1ccccc1 (stereo not drawn)	-3.1	1	1.0	0	2	-1.2	4	-0.9	1	0.9	-1
Cc1ccc(S(=O)(=O)N(C)C[C@@H]2Oc3ncc(Br)cc3C(=O)N([C@H](C)CO)C[C@@H]2C)cc1	0.9	-2	-0.4	-2	-4	0.1	2	0.1	-3	0.1	1
Cc1nnc(NC(=O)c2c(-c3ccccc3Cl)noc2C)s1	-2.6	6	0.5	-1	-3	0.3	0	-0.6	2	-0.3	-2
O=C(Cc1ccccc1)Nc1cccc(NC(=O)c2cccs2)c1	-1.4	11*	-2.0	-4	-2	1.2	4	-1.8	8	-2.7	-2
COc1ccc(C(=O)NNC(=O)C2CCCO2)cc1 (stereo not drawn)	-2.2	1	-0.8	0	2	0.2	-5	-1.9	-2	-0.8	2
COc1ccc(-c2noc(CN3CCCC(OCc4ccccn4)C3)n2)cc1 (stereo not drawn)	-2.6	0	-0.8	1	-3	-0.8	-15	-1.1	-6	-1.3	-3
CCS(=O)(=O)N1CCC(C(=O)NCc2ccc3c(c2)OCO3)CC1	1.8	3	2.0	-5	7	-0.1	4	-0.7	1	-0.7	0
COC(=O)c1c(C)[nH]c(C=O)c1-c1ccccc1	0.1	6	nt	-4	2	0.4	-4	-0.7	-4	0.1	-1
O=C1CN(c2nc(-c3cccs3)nc3sc4c(c23)CCCC4)CCN1	2.2	-293	0.1	-2	6	0.4	-436	-1.4	-91	3.3	-1
O=C(CCN1C(=O)c2ccccc2C1=O)N1CCN(Cc2ccccc2)CC1	-1.4	-1	-0.6	4	-3	0.1	-4	-1.5	-2	-2.3	0
COc1ccc2[nH]c(C)c(CCN3C(=O)C4CC=CCC4C3=O)c2c1 (stereo not drawn)	-2.2	-17	1.8	-3	9.1*	-1.1	-20	-1.6	0	-0.1	-3
O=S(=O)(c1cccc(F)c1)N1CCN(C(=S)NCc2ccccc2)CC1	1.4	0	-0.3	2	-2	-0.8	1	-1.9	-2	0.1	-5
C/C(O)=c1/c(=O)nc2cccc3c2=c1c1ccccc1c3=O	1.2	-13	0.7	-9	7	0.4	-25	-2.0	-4	0.2	-1
Cn1c(SCC(=O)NCC2CCCO2)nnc1-c1c[nH]c2ccccc12 (stereo not drawn)	2.0	1	1.1	2	-1	-0.7	4	0.0	0	-0.1	2
COc1ccc(-n2ncc3c2CC(C)(C)CC3NC(=O)CCC2=NNC(=O)CC2)cc1 (stereo not drawn)	1.1	1	0.8	3	0	0.0	-6	-1.1	-2	-0.6	-2
O=[N+]([O-])c1ccc(NCCCNS(=O)(=O)c2ccccc2)c(Cl)c1	-0.5	4	1.5	-5	-3	-0.8	2	-1.1	6	-1.2	-2
CCOc1ccccc1C(=O)N(C)Cc1cc2cc(OC)ccc2[nH]c1=O	-0.8	-27	-0.2	0	0	-0.4	-35	-1.6	-82	-2.1	4
COc1ccc(N2CCN(C(=O)C(=O)c3ccc(F)cc3)CC2)cc1	0.2	1	nt	7	-5	-2.4	-4	-1.0	-5	0.1	2
Cc1cc(N2CCN(C(=O)OC(C)(C)C)C[C@H]2C)ccc1N1CCS(=O)(=O)CC1	-2.7	0	nt	1	-2	-0.7	1	-1.6	-3	0.3	-6
CC(=O)Nc1c(C(=O)O)ccc(C)c1OCc1ccccc1	-0.1	3	-1.7	3	4	0.2	0	-1.3	-2	1.4	4
COc1cc(/C=C2\CCc3c2nc2ccccc2c3C(=O)O)cc(OC)c1OC	0.9	i	0.8	26*	3	1.4	i	0.5	-12	0.5	-30
CSc1nsc(SC)c1C(=O)NC(=O)Nc1cccnc1	-0.9	-1	2.2	0	3	0.0	-4	-1.5	-2	1.0	-2
O=C(CN1C(=O)NC(Cc2c[nH]c3ccccc23)C1=O)Nc1ccc(Br)cc1F (stereo not drawn)	-2.1	1	0.1	-4	0	0.5	-2	-1.1	2	0.9	1
COc1ccc(CN2C(=O)C(C)S/C2=N/N=C/c2ccco2)cc1 (stereo not drawn)	5.4	0	nt	-1	-1	-0.3	1	-1.7	-2	2.7	1
NC(=O)C1=CC2C3C=CC2(O)C(=O)OC3O1 (stereo not drawn)	-4.3	1	-0.8	2	3	-1.3	6	-0.5	-1	1.0	-6
COc1ccccc1OCC(=O)c1[nH]c(C)c(C(C)=O)c1C	-4.7	2	-2.6	1	-2	-2.3	0	-2.2	2	-3.4	-3
Cc1cc(C)c(S(=O)(=O)N2CCCC2=O)c(C)c1	-2.6	-1	1.6	-1	2	-0.3	1	-1.1	0	-1.1	-3
COc1ccc(CN2CCN(C(=O)c3cccc4ccccc34)CC2)c(OC)c1OC	-1.8	4	0.2	7	-2	-0.2	-7	-1.1	-1	-2.6	0
CCOC(=O)C/C(C)=N\Nc1ccc([N+](=O)[O-])cc1[N+](=O)[O-]	-1.5	3	0.0	-5	2	-0.2	5	-1.1	-2	-0.2	12
CC(C(=O)O)N1CCCCC1 (stereo not drawn)	3.8	2	-0.7	0	2	-0.3	-4	0.4	-1	2.4	8
Cc1ccc(OCC(=O)N/N=C/c2cn(C)c3ccccc23)cc1	-1.1	1	1.0	1	-2	-0.1	-5	-0.5	-2	-0.4	3
CC(C)Cn1c(SCC(=O)N2CCCc3ccccc32)nc2ccccc2c1=O	-1.4	11*	nt	-2	-1	0.1	-1	0.2	4	1.5	3
C[C@@H](CSc1ccc(Br)cc1)CN1CC[C@H](NC(=O)OCc2ccccc2)CCC1=O	-2.1	1	-0.6	0	-2	-0.8	-2	-1.8	7	-2.4	-3
CS(=O)(=O)c1ccc(-c2nnc(NC(=O)C3=COCCO3)o2)cc1	-0.3	4	0.9	-3	-3	2.0	-3	-1.0	-4	0.5	0
CC1(C)CC(NC(=O)COc2ccc3c4c(c(=O)oc3c2)CCCC4)CC(C)(C)N1	1.6	-13	1.0	-2	2	-0.4	-19	-0.9	-49	0.0	0

Screening results as filed in PubChem.
